# From PubChem
# PfHsp40 rescue – compounds rescuing yeast from Plasmodium falciparum HSP40 toxicity; growth rescue, % at 12.5 µM; hit rate 0.68% among 340,000; S. cerevisiae expressing PfHsp40, growth rescue, ATP luminescence; in the data active means growth rescue above about 28%, passing the limit was not always enough; inconclusive means no clear call, values can overlap the other calls;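 further: yeast W303a lacking pdr1 and pdr3 grown in galactose medium; growth measured after three days at 30 °C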
# GDH-TPI inh – counter-screen for M. tuberculosis FBA inhibitors: GDH-TPI coupled enzymes; inhibition, % at 4.8 µM; GDH-TPI coupled enzyme counterscreen, NADH absorbance; AID 588335; hit rate 1.2% among 360,000; in the data active means inhibition above about 30%;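 further: 0% = DMSO wells and 100% = wells lacking the enzyme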
# UGM FP inh – Mtb UDP-galactopyranose mutase inhibition; hit rate 0.06% among 320,000; AID 504406; P9WIQ1; purified UGM, fluorescence polarization probe displacement; inhibition, % at 10 µM; in the data active means inhibition above about 10%, passing the limit was not always enough; inconclusive means no clear call, values can overlap the other calls
# Mtb FBA inh – Mtb fructose-bisphosphate aldolase inhibition; purified M. tuberculosis FBA, fluorescence read-out; inhibition, % at 1 µM; hit rate 2.3% among 360,000; AID 588726; in the data active means inhibition above about 27%;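 further: 0% = vehicle and 100% = reference inhibitor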
# FadD28 binding – inhibitors of Mycobacterium tuberculosis FadD28 bisubstrate binding | FadD28 bisubstrate probe binding, fluorescence polarization | inhibition, % at 12.5 µM | hit rate 0.22% among 360,000 | AID 588549; in the data active means inhibition above about 8.5%, passing the limit was not always enough; inconclusive means no clear call, values can overlap the other calls
# BoNT A protease – blocks Botulinum neurotoxin A light chain protease | AID 588499 | hit rate 0.17% among 360,000 | inhibition, % at 10 µM | multiplex microsphere protease substrate cleavage, flow cytometry; further: plate controls were buffer without enzyme for full effect and enzyme alone for no effect
# Anthrax LF prot – anthrax lethal factor protease inhibition; AID 588501; P15917; inhibition, % at 10 µM; multiplex microsphere protease cleavage assay, LF; hit rate 0.12% among 360,000; further: plate controls were buffer without enzyme for full effect and enzyme alone for no effect
# Target sequence (P15917 whole entry, looked up): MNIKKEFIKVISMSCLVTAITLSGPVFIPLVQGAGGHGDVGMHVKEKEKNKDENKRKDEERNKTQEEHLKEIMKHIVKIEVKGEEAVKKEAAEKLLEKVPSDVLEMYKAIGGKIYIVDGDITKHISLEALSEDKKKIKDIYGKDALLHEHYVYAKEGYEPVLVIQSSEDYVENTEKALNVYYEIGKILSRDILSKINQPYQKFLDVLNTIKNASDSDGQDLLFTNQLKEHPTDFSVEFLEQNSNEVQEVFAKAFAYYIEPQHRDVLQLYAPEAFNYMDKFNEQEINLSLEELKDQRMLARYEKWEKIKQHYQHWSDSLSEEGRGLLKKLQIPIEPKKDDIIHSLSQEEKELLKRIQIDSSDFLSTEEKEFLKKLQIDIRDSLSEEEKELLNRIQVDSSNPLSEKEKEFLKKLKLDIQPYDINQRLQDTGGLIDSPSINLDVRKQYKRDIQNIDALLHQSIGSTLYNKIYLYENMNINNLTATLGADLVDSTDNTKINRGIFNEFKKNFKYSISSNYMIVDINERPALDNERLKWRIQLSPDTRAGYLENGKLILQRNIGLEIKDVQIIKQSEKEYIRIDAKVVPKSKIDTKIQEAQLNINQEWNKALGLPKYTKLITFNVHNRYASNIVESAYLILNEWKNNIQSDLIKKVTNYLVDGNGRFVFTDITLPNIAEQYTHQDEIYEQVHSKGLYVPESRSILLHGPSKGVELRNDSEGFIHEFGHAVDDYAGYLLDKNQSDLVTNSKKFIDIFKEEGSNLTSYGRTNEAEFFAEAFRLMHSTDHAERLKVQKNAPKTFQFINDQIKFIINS
# Mtb BioA inh – blocks M. tuberculosis BioA enzyme activity | inhibition, % at 9.99 µM | AID 602481 | hit rate 0.096% among 360,000 | purified M. tuberculosis BioA enzyme, plate reader; in the data active means inhibition above about 40%; inconclusive means no clear call, values can overlap the other calls
# BoNT F protease – BoNT F light chain protease inhibition; AID 588497; hit rate 0.22% among 360,000; Multiplex microsphere protease cleavage assay, flow cytometry; inhibition, % at 10 µM; in the data active means inhibition above about 35%, passing the limit was not always enough; inconclusive means no clear call, values can overlap the other calls; further: plate controls were buffer without enzyme for full effect and enzyme alone for no effect
# The depositor's hits bear a star; ? = inconclusive; · = no result given; & = joins results of further samples. Unless noted, no stated cut-off is given here; in the data, active means inhibition above about 30%; inconclusive means no clear call, values can overlap the other calls; inactive means below that.
# Below each SMILES: PfHsp40 rescue	Mtb BioA inh	GDH-TPI inh	Mtb FBA inh	Anthrax LF prot	FadD28 binding	BoNT A protease	BoNT F protease	UGM FP inh
CCOC(=O)c1c(C)nc(C)c(C(=O)OCC)c1-c1ccc(O)c(OC)c1
  -0.9	1.1	9	4	0	-0.5	-0.3	-2	-0.9
CCN(CC)S(=O)(=O)c1ccc(C(=O)OC2CCCCC2CN(C)C)cc1 (configuration not stated)
  0.0	-0.9	8	1	0	-3.3	0.6	2	2.4
CCCSc1nsc(NC(=O)Nc2ccc(F)cc2F)n1
  1.3	2.2	3	1	2	-3.2	2.9	?	0.9
Cc1ccc(S(=O)(=O)NCCC(=O)NCC(c2ccc(F)cc2)N2CCOCC2)cc1 (configuration not stated)
  -1.3	-4.3	5	2	1	-0.2	1.8	1	2.2
COc1cc(CNc2ccc(S(N)(=O)=O)cc2)ccc1OCc1ccccc1F
  -1.0	-0.6	2	-1	-3	-4.6	-0.1	?	·
CCc1ccc(C(=O)Cn2ccsc2=N)cc1
  -0.8	1.0	14	1	16	-2.7	1.6	24	-1.4
CCOc1ccc(-c2nnc(SCc3nnc(-c4ccccc4)o3)n2-c2ccccc2F)cc1
  0.6	2.0	9	0	0	-6.3	-1.2	-20	-1.4
Cc1cc(C)c(S(=O)(=O)NCC(=O)NCc2ccco2)c(C)c1
  0.8	·	-5	-1	-5	-1.6	-1.0	-2	-0.4
Cc1ccc(N2CCN(S(=O)(=O)c3ccc4c(c3)n(C)c(=O)c(=O)n4C)CC2C)cc1 (configuration not stated)
  -0.6	·	5	2	2	-2.0	-2.3	-6	-3.9
CC1(C)Cc2c(sc3[nH]c(=S)n(Cc4ccco4)c(=O)c23)CO1
  3.4	-0.8	37*	-4	4	-2.4	-0.7	-1	-1.4
Cc1ccc(NC(=O)CN2C(=O)N/C(=C/c3cccn3-c3ccc(C(=O)O)cc3)C2=O)cc1
  0.0	·	22	0	0	18*	-0.5	0	1.1
CN(C)c1ccc(/C=C(/NC(=O)c2ccccc2)C(=O)N2CCCC2)cc1
  0.2	2.6	17	-1	1	-1.3	0.4	-1	-1.5
Cc1cccc2cc(CN(CC3CCCO3)C(=O)c3cccs3)c(=O)[nH]c12 (configuration not stated)
  -0.8	-0.8	3	5	0	-2.0	2.4	-5	-1.2
CNc1cc(Cl)nc(SC)n1
  0.7	·	2	-1	-3	0.5	-0.1	-5	4.4
Clc1ccc(OCCOCCN2CCc3ccccc3C2)c(Cl)c1
  2.1	·	2	-2	-2	-1.6	0.1	-15	-2.6
CCOC(=O)C1=C(C)NC2=C(C(=O)C(C(=O)OCC)C(c3ccco3)C2)C1c1ccccn1 (configuration not stated)
  -0.1	·	14	5	-4	-1.8	3.2	0	-1.2
O=C(c1ccc(CS(=O)c2cccc(Cl)c2)o1)N1CCCCCC1 (configuration not stated)
  0.0	0.7	-1	2	0	-3.5	-0.1	-1	0.9
COc1ccc(Cc2c(-c3ccc(C)cc3)nc3ccc(Cl)cn23)c(C)c1
  ·	-5.3	·	2	18	-3.7	28	4	·
O=C(N/N=C/c1ccc(O)cc1)c1ccc(COc2cc(Cl)ccc2Cl)o1
  0.5	-1.2	35*	1	4	-4.5	0.6	2	-1.9
O=C(c1ccccc1)c1cn(CC(=O)N2CCOCC2)c2ccccc12
  -0.2	0.3	25	-8	2	-4.2	-0.8	-7	2.8

# Some of the entries so far, field by field:
mol: CCc1ccc(C(=O)Cn2ccsc2=N)cc1
  PfHsp40 rescue = -0.8
  Mtb BioA inh = 1.0
  GDH-TPI inh = 14
  Mtb FBA inh = 1
  Anthrax LF prot = 16
  FadD28 binding = -2.7
  BoNT A protease = 1.6
  BoNT F protease = 24
  UGM FP inh = -1.4
mol: CCOc1ccc(-c2nnc(SCc3nnc(-c4ccccc4)o3)n2-c2ccccc2F)cc1
  PfHsp40 rescue = 0.6
  Mtb BioA inh = 2.0
  GDH-TPI inh = 9
  Mtb FBA inh = 0
  Anthrax LF prot = 0
  FadD28 binding = -6.3
  BoNT A protease = -1.2
  BoNT F protease = -20
  UGM FP inh = -1.4

# (next part)
# Below each SMILES: PfHsp40 rescue	Mtb BioA inh	GDH-TPI inh	Mtb FBA inh	Anthrax LF prot	FadD28 binding	BoNT A protease	BoNT F protease	UGM FP inh
CC[C@@H](C)C(N)c1cn([C@@H](CCC(=O)O)C(=O)N2CCNCC2)nn1 (some centres not stated)
  -0.7	-0.5	4	4	-13	-0.8	0.7	-1	-3.4
Cc1[nH]c2ccccc2c1C(=O)CN1C(=O)NC(C)(c2ccc(Cl)cc2Cl)C1=O (configuration not stated)
  1.6	·	-4	-1	-1	-2.0	0.0	-7	-2.1
Cc1ccc(C)c(CN2C(=O)NC3(CCCCCC3)C2=O)c1
  0.2	·	6	0	10	-2.5	-1.5	-7	1.1
O=C(COC(=O)c1ccc(Br)o1)NCc1cccs1
  -0.6	0.4	-3	1	-9	-2.6	-0.2	-3	-0.7
Cc1cc(C)c(C(=O)COC(=O)c2cc([N+](=O)[O-])ccc2NCCO)cc1C
  0.5	·	8	-4	-1	0.3	0.5	-5	0.6
CCOC(=O)CNC(=O)CSc1ccc2nnc(-c3ccc(F)cc3)n2n1
  -0.3	·	3	12	-3	-4.6	0.3	-2	-1.4
O=C(O)CC(C(=O)O)N1C(=O)/C(=C/C=C/c2ccco2)SC1=S (configuration not stated)
  14	-1.0	11	-8	-7	?	-1.5	3	-2.9
O=C(NCc1ccc(F)cc1)C1CCN(S(=O)(=O)c2cccnc2)CC1
  -0.5	-0.3	10	-1	3	0.4	1.3	-1	5.3
CCc1ccc(CNC(=O)CCn2ccc3cc(S(=O)(=O)N4CCCC4)ccc32)cc1
  1.5	0.0	-4	-1	-4	-2.3	0.0	-1	0.7
Cn1cccc1C(=O)OCC(=O)NCCc1ccccc1
  0.0	0.0	-4	1	-5	-1.9	0.2	9	2.9
Fc1ccccc1Nc1nc2ccccc2o1
  0.4	-0.7	5	5	2	2.4	1.1	-21	-2.4
CCCn1nc(NC(=O)c2cccs2)c2cc3ccc(C)cc3nc21
  0.3	1.2	10	11	3	-10	-0.2	-8	4.6
COc1ccccc1CCC(=O)N(C)CC(=O)Nc1ccc(Cl)c(C(F)(F)F)c1
  -2.5	-0.7	11	2	-4	-2.3	4.2	7	0.5
O=[N+]([O-])c1cc(NCCO)c(N2CCCCCC2)c2nonc12
  1.2	0.3	2	-16	-2	-3.9	-0.9	0	2.0
Cc1ccsc1CNC1C2CC3CC(C2)CC1C3 (configuration not stated)
  0.8	·	-2	-2	-4	1.2	-0.4	-5	-1.4
CCOC(=O)C1=C(N)OC2=C(C(=O)CCC2)C1c1ccccc1OCC (configuration not stated)
  -0.3	-0.4	-5	6	-15	-0.9	0.4	-10	3.7
CCOc1ccc(NC(=O)C2CC(=O)N(Cc3ccco3)C2)cc1 (configuration not stated)
  0.3	-1.7	11	2	-7	-0.7	-0.6	-5	-0.2
Cc1nc(C)c(-c2ccc(SCc3ccccc3F)nn2)s1
  1.5	2.2	8	1	-4	-3.2	-0.8	4	-0.8
O=C(O)c1ccc2c(=O)[nH]c(CCl)nc2c1
  -0.5	-0.2	5	6	-2	-2.6	1.0	2	3.3
CCOc1ccc(CC(=O)NNC(=S)NC)cc1
  -1.0	-0.9	-7	-1	0	-2.3	0.1	2	1.5

# Below each SMILES: PfHsp40 rescue	Mtb BioA inh	GDH-TPI inh	Mtb FBA inh	Anthrax LF prot	FadD28 binding	BoNT A protease	BoNT F protease	UGM FP inh
CCCCN(CCCC)C(=O)c1ccccc1NC(=O)CN1C(=O)c2ccccc2C1=O
  -1.9	6.4	-7	1	-5	0.2	-0.4	-1	0.2
CC(=O)NNC(=S)Nc1cccc(F)c1
  -0.4	0.7	2	5	-2	?	-1.0	-8	-0.5
O=C(CN1CCN(c2ccc(Cl)cc2)CC1)N1CCCC1
  -1.3	-2.1	0	-7	0	0.8	0.2	1	-0.6
N#Cc1c(NC(=O)CSc2ncn[nH]2)sc2c1CCCCC2
  -1.5	2.4	3	0	-1	-7.0	?	-2	0.6
CCCCn1c(N)c(N(CCOC)C(=O)CN(C)S(=O)(=O)c2ccc(F)cc2)c(=O)[nH]c1=O
  -1.4	·	-5	-2	4	-4.2	-0.7	-6	·
COc1ccc(CN2CC(C(=O)NCCc3ccc(Cl)cc3)CC2=O)cc1 (configuration not stated)
  -0.8	·	0	0	-2	-2.7	-0.7	-3	0.7
Cc1cccnc1CCNCc1c(C(=O)N2C[C@@H](C)O[C@@H](C)C2)nc2ccc(Cl)cn12
  -1.2	0.6	7	1	0	-0.8	-1.9	-5	-2.5
Cc1ccc(C(=O)N2CCC(n3nccc3NC(=O)Nc3cccc(F)c3)CC2)cn1
  -0.1	-0.3	-2	0	2	-4.1	-0.5	4	1.4
CCCCCn1c(=O)[nH]c2cc(C(=O)NCCc3ccc(OC)c(OC)c3)ccc2c1=O
  -1.1	-1.9	-8	3	-3	-4.6	-0.3	3	2.0
NC(=O)CSc1nnnn1-c1ccc(OC(F)(F)F)cc1
  -0.9	-1.8	0	1	-2	-0.1	?	-6	-1.0
C[C@]12CCC(=O)C=C1CC[C@@H]1[C@@H]2[C@@H](O)C[C@@]2(C)[C@H]1CC[C@]2(O)C(=O)COC(=O)CCC(=O)O
  0.2&0.5	-0.2&-0.9	0&9	0&-5	-5&0	-1.0&-1.2	-1.8&-1.0	-18&-24	3.5&3.4
Cc1ccc(S(=O)(=O)CCC(=O)OCC(=O)N(Cc2ccccc2)C(C)C)cc1
  -2.3	-0.8	-11	-1	3	-6.7	-0.1	0	-0.8
CN(C)c1ccc(/C=N/NC(=O)c2cc(=O)[nH]c3ccccc23)cc1
  -1.1	·	24	1	-7	-1.0	1.0	-6	0.4
CCCSC1=C(C#N)C(c2ccccc2C)C(C(=O)OC)C(=O)N1 (configuration not stated)
  -0.8	·	4	1	5	0.4	0.5	4	-0.7
COc1cc(/C=C2\C(=O)N(CCC#N)N=C2C)ccc1OCC(=O)Nc1ccccc1
  -1.0	0.3	0	-1	-2	-4.1	-0.4	-4	-1.5
CNc1ccccc1C(=O)OC
  -1.1	-0.6	1	3	-3	0.3	-0.5	-9	-0.8
COc1ccc(Cl)cc1NC(=O)CN(C)C1CCCCC1
  -1.2	-0.3	2	1	-8	-2.5	-1.1	-20	-2.0
COc1ccc(N2CCN(C(=O)COc3cccc4ccccc34)CC2)cc1
  -1.1	0.5	1	1	2	0.3	0.7	-6	-2.4
Cn1c(=O)c2c(nc(N/N=C/c3ccco3)n2C)n(C)c1=O
  -1.4	-0.3	56*	1	-2	1.7	-0.3	7	-0.5
COc1cccc(N2CCN(C(=O)CN3C(=O)NC(C)(c4ccc5ccccc5c4)C3=O)CC2)c1 (configuration not stated)
  -0.2	0.0	0	-1	-4	-3.1	0.3	1	0.0

# Below each SMILES: PfHsp40 rescue	Mtb BioA inh	GDH-TPI inh	Mtb FBA inh	Anthrax LF prot	FadD28 binding	BoNT A protease	BoNT F protease	UGM FP inh
CC1(C)CCCN(C(=O)c2coc(=O)c(Br)c2)C1
  -0.1	3.7	7	51*	-5	-1.5	0.8	2	·
CCN(CC)C(=O)CSc1nc2ccccc2c(=O)n1CCC(=O)N1CCN(c2ccccc2)CC1
  -1.5	·	-3	5	-2	-4.0	-0.7	-4	-0.1
COc1ccc(CNC(=O)CN(C(=O)c2csnn2)c2ccc(C(C)=O)cc2)cc1
  -0.4	17	-14	-2	2	-3.9	0.1	-15	0.4
CC(C)(C)[C@H]1COC(=O)[C@@H](Cc2ccc(F)cc2)CC/C=C/C[C@@H](CC(=O)N[C@H](CO)Cc2ccccc2)C(=O)N1
  4.3	-2.3	10	-1	-6	-1.6	-0.7	10	0.7
NC(=O)CC(NC(=O)Cc1cccc2ccccc12)c1ccc(NC2CCN(Cc3ccccc3)CC2)c([N+](=O)[O-])c1 (configuration not stated)
  -1.3	-0.7	-7	2	-2	-1.3	-0.1	0	-1.3
COc1ccc(CNc2nc(NC(C)=O)nn2-c2ccccc2)cc1
  -1.5	-0.9	-3	-2	10	0.1	0.8	-24	1.3
CCOc1ccc(N(CC(=O)NCc2ccc(OC)cc2)S(=O)(=O)c2c(C)noc2C)cc1
  -1.8	-0.5	0	1	·	0.3	·	·	0.2

# This is a random part of the collection. Share with any hit: about 4.7%.
